Compound activity from PubChem.
POLH inh = inhibitors of human DNA polymerase eta | Q9Y253 | recombinant Pol eta, fluorescent DNA replication assay | Potency, µM (series often up to 114 µM), for inactives: at the top dose activity change, negative = inhibition, actives largely listed as inhibitors | 390,000 compounds, 1.2% hits | AID 588591; also: potency is read from the fitted curve at half-maximal effect; % is scaled to controls: 0 for no effect and ±100 for the full control effect
Target sequence (Q9Y253 whole entry, looked up): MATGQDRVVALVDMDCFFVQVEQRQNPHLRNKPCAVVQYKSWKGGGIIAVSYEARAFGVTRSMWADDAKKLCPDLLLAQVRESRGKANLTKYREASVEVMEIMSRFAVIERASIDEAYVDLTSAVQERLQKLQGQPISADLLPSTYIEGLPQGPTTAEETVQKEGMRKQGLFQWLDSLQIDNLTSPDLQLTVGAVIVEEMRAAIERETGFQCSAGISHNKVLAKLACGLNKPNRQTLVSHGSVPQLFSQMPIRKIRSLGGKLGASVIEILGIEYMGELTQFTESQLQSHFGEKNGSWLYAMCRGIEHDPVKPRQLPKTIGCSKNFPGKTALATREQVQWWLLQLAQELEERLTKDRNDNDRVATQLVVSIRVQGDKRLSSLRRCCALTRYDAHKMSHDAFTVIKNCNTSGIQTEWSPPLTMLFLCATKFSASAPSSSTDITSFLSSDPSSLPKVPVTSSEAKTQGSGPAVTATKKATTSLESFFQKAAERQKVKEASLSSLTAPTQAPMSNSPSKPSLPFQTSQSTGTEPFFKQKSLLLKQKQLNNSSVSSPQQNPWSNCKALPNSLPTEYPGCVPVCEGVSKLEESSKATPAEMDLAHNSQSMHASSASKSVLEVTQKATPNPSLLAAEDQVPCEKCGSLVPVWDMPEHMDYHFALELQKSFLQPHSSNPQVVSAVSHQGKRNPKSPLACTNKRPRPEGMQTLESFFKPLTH
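Pol eta at 10 nM preincubated with compounds 15 min at room temperature; reaction started with fluorescent substrate (50 nM final) and read kinetically at 0 and 10 min.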
ERG Ets-DNA blk = inhibitors of human ERG Ets domain-DNA interaction; P11308; fluorescence polarization, His-ERG Ets domain / labelled DNA; Potency, µM (top dose mostly 76.9 µM), without a hit: at the highest dose FP activity, negative = inhibition, actives largely listed as inhibitors; 370,000 compounds, 0.028% hits; AID 624246; active = well fitted inhibition curve with a large enough effect in the polarisation, with a control signal flat; inconclusive = small, poorly fitted or top-dose-only effect, or effect the other way, or a change in a side signal; inactive = no such curve, though single readings can be large or run the other way; the % refers to the polarisation;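 also: polarization taken with two DNA probes labelled with fluorescein and Texas red; potency is read from the fitted curve at half-maximal effect; % of control where 0% means no effect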
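His-tagged ERG Ets domain (1 uM in the protein solution; 300mM KCl, 50mM Tris-HCl, 1mM EDTA, 1mM DTT, pH 7.5) received compound, then a probe mix of 5 nM fluorescein-DNA and 100nM Texas-615-DNA. Fluorescence polarization was read for both dyes.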
LDHA block = blocks human lactate dehydrogenase A; P00338; purified LDHA, NADH/diaphorase-resazurin fluorescence; hits give low values; activity change, % (values are at about 110 or 230 µM); 480,000 compounds, 0.15% hits; AID 1347041; in the data active = activity change below about -30%; inconclusive = mostly about -25% to -30%;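 also: plate controls were DMSO wells for no effect and wells without enzyme for full effect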
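Enzyme activity of human lactate dehydrogenase 5 (2 nM; 0.06 mM NADH, 0.2 mM pyruvate, 5 min, RT) is measured via a resazurin/diaphorase fluorescence readout of residual NADH.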
ALOX12 inh = ALOX12 (human) lipoxygenase inhibition. 580,000 compounds, 1.1% hits. purified 12hLO, xylenol orange hydroperoxide absorbance. Potency, µM (highest dose often 108 µM), for the others: at the top dose activity change, negative = inhibition, actives largely listed as inhibitors. P18054; also: potency is read from the fitted curve at half-maximal effect; % is scaled to controls: 0 for no effect and ±100 for the full control effect
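Purified human 12hLO (150 nM final) in 25 mM Hepes, 0.01% Triton X-100, pH 7.0 was preincubated 15 min at room temperature with compound. Then 40 uM arachidonic acid was added, 30 min. Hydroperoxide was read by Fe-XO absorbance ratio 573/405 nm.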
APE1 inh = blocks human APE1 abasic DNA cleavage. recombinant APE1, TAMRA/BHQ-2 abasic DNA cleavage fluorescence. Potency, µM (doses to about 65.8 µM), for inactives: at the highest dose activity change, negative = inhibition, most hits filed as inhibitors. 350,000 compounds, 0.35% hits. AID 2517;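 also: potency is read from the fitted curve at half-maximal effect; plate controls were vehicle for no effect and reference inhibitor for full effect; nearly all actives have a fitted effect of over 55% in size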
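Readout is kinetic fluorescence (ex 525, em 598 nm) from cleavage of 50 nM TAMRA/BHQ-2 THF abasic duplex by 0.75 nM APE1, compound added 15 min beforehand at RT.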
RGS4 inhibitor = blocks human RGS4-accelerated GTP hydrolysis. Transcreener GDP fluorescence polarization, RGS4-accelerated GTP hydrolysis. P49798. Potency, µM (titrated, usually from 114 µM), for inactives: at the top dose activity change, negative = inhibition, usual class: inhibitors. AID 504845. 390,000 compounds, 0.039% hits; also: potency is read from the fitted curve at half-maximal effect; % is scaled to controls: 0 for no effect and ±100 for the full control effect; nearly all actives have a fitted effect of over 75% in size; some results filed as inactive show a strong effect at the top dose
Target sequence (P49798 whole entry, looked up): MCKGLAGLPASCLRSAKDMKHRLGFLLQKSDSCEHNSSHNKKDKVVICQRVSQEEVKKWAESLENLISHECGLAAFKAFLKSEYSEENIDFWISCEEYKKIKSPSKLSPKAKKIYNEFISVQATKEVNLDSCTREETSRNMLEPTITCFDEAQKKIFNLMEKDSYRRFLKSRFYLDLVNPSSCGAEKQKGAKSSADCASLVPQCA
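MLSMR compounds (23 nl, pin-transferred) preincubated 10 min at room temperature with a 500nM (2x) first reagent, then RGS4 at 900nM (2x) plus Transcreener GDP mix added; fluorescence polarization (620/688 nm) read before and after 90 min at 30 °C.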
POLB inh = blocks human DNA polymerase beta activity | P06746 | Pol beta primer extension/strand displacement, fluorescence kinetic | Potency, µM (series often up to 114 µM), for inactives: at the top dose activity change, negative = inhibition, usual class: inhibitors | 340,000 compounds, 1.3% hits; also: potency is read from the fitted curve at half-maximal effect; % is scaled to controls: 0 for no effect and ±100 for the full control effect
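10 nM enzyme + cpd, 15 min RT; start with substrate 50 nM final; read 0 min and after 10 min RT. Corrected, normalized data; 4-parameter Hill curve fit.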
Apoferritin bind = binds horse apoferritin like a general anesthetic; AID 485281; 350,000 compounds, 0.074% hits; Potency, µM (top dose mostly 77.5 µM), inactives show at the top dose activity change, negative = displacement, usual class: inhibitors; P02791; apoferritin/1-aminoanthracene competitive binding, fluorescence; also: potency is read from the fitted curve at half-maximal effect; % is scaled to controls: 0 for no effect and ±100 for the full control effect; nearly all actives have a fitted effect of over 20% in size
Target sequence (P02791 2-175 limits assumed): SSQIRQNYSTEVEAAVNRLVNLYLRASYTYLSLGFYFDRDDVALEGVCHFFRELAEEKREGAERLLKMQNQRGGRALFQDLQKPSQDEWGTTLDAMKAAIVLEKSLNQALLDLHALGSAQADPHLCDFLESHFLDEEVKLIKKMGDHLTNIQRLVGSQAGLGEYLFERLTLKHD
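10 uM apoferritin + 50% sat. 1-AMA, PBS; cpd 10 min RT; Ex380/Em535 endpoint; normalized to free probe vs complex; 4-param Hill fit; propofol titration as pos. ctrl.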
POLK inh = inhibitors of human DNA polymerase kappa | purified Pol kappa, fluorescent DNA synthesis assay, 10 min | Potency, µM (highest dose often 107 µM), for inactives: top-dose activity, negative = inhibition, hits mostly inhibitors | 400,000 compounds, 0.53% hits | AID 588579; also: potency is read from the fitted curve at half-maximal effect; % is scaled to controls: 0 for no effect and ±100 for the full control effect
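Pol kappa 10 nM + cpd, 15 min RT; start w/ substrate 50 nM final; fluorescence kinetic read, 0 and 10 min. Neg ctrl: buffer, no enzyme.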
* marks the source's active call; other numbers are inactive results; i = inactive; ? = inconclusive; . = no result given; & = joins results of further samples; [ ] = another dose, or the depositor's remark. Unless noted, calls follow the shape of the dose curve; as a rule, active = well fitted curve in the direction sought with a large enough effect; inconclusive = small, poorly fitted or top-dose-only effect, or another doubt; inactive = no such curve, though single readings can be large; an effect the other way counts as inactive or inconclusive. An excerpt; rates above refer to the full screens.

SMILES	POLH inh	ERG Ets-DNA blk	LDHA block	ALOX12 inh	APE1 inh	RGS4 inhibitor	POLB inh	Apoferritin bind	POLK inh
O=c1ccc2cc3ccoc3c(O)c2o1	-8%	-5%	8	26%	2%	4%	.	.	2%
CCOC(=O)CCCCCNC(=O)c1c(O)[nH]c(=O)[nH]c1=O	-11%	-2%	3	-20%	.	16%	.	.	-6%
FC(F)(F)c1ccc(NC2=NCCCS2)cc1	-16%	6%	2	.	32%	-19%	25%	7%	9%
Cc1c(C(=O)c2cccc3ccccc23)c2cccc3c2n1[C@H](CN1CCOCC1)CO3	-13%[57.1 µM]	-15%	-10	?	-1%&-6%&0%	-13%[56.9 µM]	5%[57.1 µM]	-6%	-19%[60.1 µM]
O=C(N[C@H]1CP(=O)(Oc2ccccc2)O[C@H](COCc2ccccc2)[C@H]1O)C(Cl)(Cl)Cl (stereo not given in full)	-18%	-5%	-2	-5%	-1%	5%	0%	-9%	-19%
N[C@@H](Cc1c[nH]c2ccccc12)c1nnc(SCc2ccccc2)o1	-17%	-5%	-2	8%	-5%	0%	0%	?	-14%
O=P(Oc1ccccc1)(Oc1ccccc1)C(Nc1ccccc1)c1ccccc1 (stereo not given)	-10%	.	-7	9%	0%	27%	26%	-8%	-4%
CC(C)CC12CN3CCN(CC(C3)C1O)C2 (stereo not given)	-8%	-1%	-2	-24%	-4%	1%	16%	-8%	-7%
COC(=O)C1=C(c2ccc(S(C)(=O)=O)cc2)C[C@@H]2CC[C@H]1N2C	-8%	-1%	-4	-7%	-2%	4%	.	.	-1%
COc1ccc(CCN(C)Cc2ccc(F)cc2F)cc1OC	-8%	.	?	?	-7%	27%	-12%	-4%	-6%

No new results follow: an excerpt of the list.
SMILES	POLH inh	ERG Ets-DNA blk	LDHA block	ALOX12 inh	APE1 inh	RGS4 inhibitor	POLB inh	Apoferritin bind	POLK inh
CCOC(=O)CCCCCNC(=O)c1c(O)[nH]c(=O)[nH]c1=O	-11%	-2%	3	-20%	.	16%	.	.	-6%
FC(F)(F)c1ccc(NC2=NCCCS2)cc1	-16%	6%	2	.	32%	-19%	25%	7%	9%
Cc1c(C(=O)c2cccc3ccccc23)c2cccc3c2n1[C@H](CN1CCOCC1)CO3	-13%[57.1 µM]	-15%	-10	?	-1%&-6%&0%	-13%[56.9 µM]	5%[57.1 µM]	-6%	-19%[60.1 µM]

(next part)
SMILES	POLH inh	ERG Ets-DNA blk	LDHA block	ALOX12 inh	APE1 inh	RGS4 inhibitor	POLB inh	Apoferritin bind	POLK inh
CC(=O)Nc1ccccc1C(=O)OCC(=O)c1ccc2ccccc2c1	0%	6%	4	-3%	3%	20%	3%	?	-10%
CC1CCN(c2cc(Br)c([N+](=O)[O-])cc2F)CC1	-16%	-2%	1	-18%	-1%	-33%[56.9 µM]	38%	-6%	6%
COC(=O)C1=C(c2ccc(C(C)=O)cc2)C[C@@H]2CC[C@H]1N2C(=O)NCCNC(C)=O	-11%	-4%	-5	8%	3%	-4%	.	.	-12%
CCc1ccc(CN2CCN(Cc3ccc(SC)cc3)CC2)cc1	-12%	-4%	-24	?	-6%	-11%	10%	-12%	-1%
CC(C)(C)NCC(O)c1cc(Cl)c(N)c(Cl)c1 (stereo not given)	-9%	27%	-1	-14%	?	?	35%	-4%&2%&6%&-2%	7%
C[C@]12CCC3C(C1CCC2=O)[C@H](O)C[C@H]1C[C@@H](O)CC[C@]31C (stereo not given in full)	-23%	3%	-1	-10%	-9%	-43%	.	.	4%
CN1CC(C#N)C2(O)c3ccccc3CCC2C1 (stereo not given)	4%	-9%	-3	10%	6%	-3%	-2%	-8%	-8%
COC[C@H]([C@@H](O)[C@@H](O)C(=O)NCC[C@@H](C)c1nc(/C=C/C[C@H]2OC3(C[C@H](O)[C@H]2C)OC([C@@H](C[C@@H](O)[C@@H](C)[C@@H](O)[C@@H](C)/C=C(C)/C(C)=C/C=C/C(C)=C\C#N)OC)[C@@H](OP(=O)(O)O)C3(C)C)co1)N(C)C (stereo not given in full)	.	.	.	5%[6.33 µM]	2%&-1%	i	.	-4%&2%	8%[19.4 µM]
Cc1ccc(Cc2c(C)nc3nc(SCC(=O)N4CCC5(CC4)OCCO5)nn3c2C)cc1	10%	1%	-11	14%	-2%	25%	31%	?	4%
CC1=NNC(=O)C1Br (stereo not given)	-5%	.	17	?	.	?	.	.	-13%
Cc1ccc(S(=O)(=O)N(CC(=O)N/N=C\c2cccs2)c2cccc3cccnc23)cc1	?	1%	-5	5%	-12%	-18%	40µM*	-2%	-10%
CN1C(=O)C(Cc2ccc(OCc3ccccc3)cc2)C(=O)N(C)C1=O	-6%	9%	-1	?	-11%	-41%	-1%	?	7%
O=C(CNS(=O)(=O)c1ccccc1)OCC(=O)c1ccc(OC(=O)c2ccccc2)cc1	7%	7%	-2	-15%	2%	-19%	5%	?	2%
Cc1ccc(NC(=S)NC2CC3CCC(C2)N3Cc2ccco2)cc1C (stereo not given)	-16%	.	-6	2%[57.4 µM]	-4%	4%	?	-10%	-5%
CC(=Nc1ccc(F)cc1)c1c(O)n(C)c(=O)[nH]c1=O	5%	0%	-3	0%	11%	14%	17%	-3%	-15%
COc1ccc2c(c1OC)C(=O)O[C@@H]2[C@H]1c2cc3c(cc2CCN1C)OCO3	-17%	27%	-7	0%	-1%	-2%	.	.	-13%
Cc1ccc(C)c(S(=O)(=O)c2nnn3c2nc(N2CCN(C)CC2)c2sccc23)c1	-15%	0%	-2	-16%	.	-40%	3%	?	2%
OC(CN1CCOCC1)c1csc2ccccc12 (stereo not given)	-11%	11%	-3	?	.	9%	.	.	-2%
O=C(CCC(=O)N1C[C@H]2C[C@@H](C1)c1cccc(=O)n1C2)NCc1ccccc1C(F)(F)F	-5%	-11%	-3	2%	-15%	19%	.	.	-14%
CN1CCN(Cc2cc(=O)n3ccsc3n2)CC1	-7%	-7%	-1	0%	-8%	-13%	6%	-12%	4%
CCN1CCN(Cc2ccc(C)cc2)CC1	-20%	1%	-4	-27%	-3%	1%	15%	-5%	-6%
CN(C)C(=O)Oc1ccc(-c2nnco2)cc1	-21%	-10%	-1	499%[activator]	5%	-45%	26%	2%	-6%
CCOC(=O)c1c(/N=C/c2c(O)n(-c3ccc(F)cc3)c(=S)[nH]c2=O)sc2c1CCCC2	1%	-4%	-2	8%	2%	-44%	1%	-15%	-1%
CC1=C2[C@H]3OC(=O)[C@@H](C)[C@@H]3CC[C@@]2(C)C=CC1=O	-12%	-1%	-7	2%&2%	-26%	-1%	.	-15%	6%
CC(C)N(CC(O)c1cccc([N+](=O)[O-])c1)C(C)C (stereo not given)	-10%	-6%	-14	-25%	-9%	-10%	-26%	-4%	-13%
CC(C)c1ccc(NC(=O)CN2C(=O)CN=C(c3ccccc3)c3ccccc32)cc1	-15%	-1%	-13	-16%	.	1%	-11%	-6%	-20%
CC(C)(C)NC(=S)/N=C(\N)N[N+](=O)[O-]	-10%	0%	2	0%	-4%	-31%	18%	-22%	5%
O=C1NC(=O)C(Cc2cccs2)C(=O)N1	-13%	-3%	0	?	-2%	?	0%	3%	-1%
Cc1ccc2c(c1N)C(=O)c1ccccc1C2=O	-1%	15%	1	-12%	-21%&1%	-1%	.	.	-2%
CCS(=O)(=O)N1CCCC(C(=O)N2CCC3(CC2)OCCO3)C1 (stereo not given)	-9%	-4%	-10	312%[activator]	1%	-25%	30%	-3%	-2%
CCN(CC)C(=O)c1ccc(NC(=O)c2cccc(S(=O)(=O)N3CCN(C)CC3)c2)cc1	-12%	-13%	-4	?	23%	-35%	19%	-6%	0%
O=c1[nH]c(=O)n(Cc2ccc(F)cc2)c(O)c1C=Nc1ccc(Cl)cc1	-10%	6%	-4	-1%	1%	-17%	-29%	-14%	2%
CCOC(=O)c1cnc(SCc2ccc(Cl)c(Cl)c2)nc1N1CC1	-26%	6%	0	-14%	.	-29%	.	.	-14%
CC(C)(C)NC(=O)N1c2ccccc2Sc2ccccc21	-10%	-5%	-10	4%	-7%	26%	56%	?	0%
C=CCN(CC=C)Cc1c[nH]c2ccccc12	0%	.	0	?	14%	-4%	25%	-20%	-2%
C=CCn1c(O)c(/C=C2/C=c3ccccc3=N2)c(=O)[nH]c1=S	?	32%[activator]	-1	2%	10%	-51%	-1%	-12%	-59%
CC(=O)Nc1cccc([As](=O)(c2cccc(NC(C)=O)c2)c2cccc(NC(C)=O)c2)c1	1%	15%	-4	-9%	-9%	2%	3%	3%	1%
CCCc1nc2ccccc2c(=O)n1-c1ccccc1OC	-11%	12%	3	11%	3%	28%	1%	-7%	4%
COc1ccccc1OC(=O)c1ccc(C)c(S(=O)(=O)N2CCOCC2)c1	8%	6%	-3	-19%	64%[activator]	21%	5%	-10%	-14%
O=C(c1ccccc1F)c1cn(CC(=O)N2CCOCC2)c2ccccc12	-6%	-1%	-2	2%	-1%	?	42%	-11%	-5%
CCOC(=O)C(O)(c1ccc(NC(=O)Oc2ccccc2)cc1)C(F)(F)F (stereo not given)	-10%	5%	-5	-5%	3%	8%	16%	?	3%
O=c1c(C=NCCN2CCNCC2)c(O)n(C2CCCCC2)c(=O)n1C1CCCCC1	-17%	8%	5	.	10%	9%	-8%	?	2%
COC(=O)NC(=C(Cl)Cl)P(=O)(c1ccccc1)c1ccccc1	8%	?	-12	156%[activator]	-2%	12%	10%	-5%	3%
